CaV13 ICDI inh: Disruptors of the CACNA1D IQ motif to Ca2+-dependent inactivation inhibitor domain association, primary screening, Förster resonance energy transfer in intact living …; inhibition, % at 12.3 µM; HEK cells, CFP/YFP FRET ICDI-IQ, plate reader, 10 min; percent FRET-ratio fall versus neutral wells; 340,000 tested, 0.098% active;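 active = mean replicate inhibition of at least 30% and at least 1% of replicates passing that level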;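 also: 0% = median of the neutral control wells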
HIF-2a block: HIF-2a inhibition | 360,000 tested, 0.72% active | inhibition, % at 18.8 µM | 786-0 RCC cells HIF-2a reporter, luciferase luminescence, overnight;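 active = inhibition of the luminescence signal of 40% or more relative to plate controls, in a single-dose primary screen at 18.75 µM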
Peg3 prom inh: Peg3 promoter activity inhibition; HeLa PEG-Prom luciferase reporter, luminescence, overnight; inhibition, % at 20 µM; 360,000 tested, 1.7% active; AID 588405;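 active = inhibition of at least 50% at 20 µM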
PDI turbidity: PDI (human) enzyme inhibition; P07237; PDI insulin aggregation turbidity, A650, 90 min; inhibition, % at 10 µM; 350,000 tested, 0.052% active;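 active = mean inhibition across replicates of 30% or more, whatever share of single replicates reach that level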;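 also: absorbance from insulin aggregation driven by PDI reduction with DTT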
Target sequence (P07237 whole entry, looked up): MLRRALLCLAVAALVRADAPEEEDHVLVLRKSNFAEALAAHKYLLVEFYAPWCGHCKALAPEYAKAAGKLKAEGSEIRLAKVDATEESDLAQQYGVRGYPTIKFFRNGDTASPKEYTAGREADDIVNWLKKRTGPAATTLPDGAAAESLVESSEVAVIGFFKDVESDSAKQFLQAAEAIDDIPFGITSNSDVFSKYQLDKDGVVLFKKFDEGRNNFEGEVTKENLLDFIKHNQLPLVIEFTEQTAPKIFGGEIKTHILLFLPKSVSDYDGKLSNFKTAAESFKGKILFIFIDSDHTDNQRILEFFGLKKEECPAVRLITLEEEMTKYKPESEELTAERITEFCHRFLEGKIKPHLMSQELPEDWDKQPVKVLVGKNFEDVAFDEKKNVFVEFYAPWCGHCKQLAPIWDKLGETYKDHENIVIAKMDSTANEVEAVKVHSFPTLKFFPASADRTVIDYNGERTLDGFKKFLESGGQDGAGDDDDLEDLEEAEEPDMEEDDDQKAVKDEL
NR2E3 ag-1: human photoreceptor-specific nuclear receptor agonism | Q9Y5X4 | CHO-S Gal4-NCOR/VP16-NR2E3 two-hybrid, luciferase | inhibition of corepressor binding, % at 3.98 µM | 360,000 tested, 0.35% active | AID 602229;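 active = inhibition above the mean of all tested compounds plus 3 SD, cut at about 70% in these data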;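 also: 0% = DMSO with NR2E3 transfected cells and 100% = cells lacking NR2E3 construct; higher means lower luciferase signal from less NR2E3 corepressor binding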
Target sequence (Q9Y5X4 whole entry, looked up, the tested form may be a part): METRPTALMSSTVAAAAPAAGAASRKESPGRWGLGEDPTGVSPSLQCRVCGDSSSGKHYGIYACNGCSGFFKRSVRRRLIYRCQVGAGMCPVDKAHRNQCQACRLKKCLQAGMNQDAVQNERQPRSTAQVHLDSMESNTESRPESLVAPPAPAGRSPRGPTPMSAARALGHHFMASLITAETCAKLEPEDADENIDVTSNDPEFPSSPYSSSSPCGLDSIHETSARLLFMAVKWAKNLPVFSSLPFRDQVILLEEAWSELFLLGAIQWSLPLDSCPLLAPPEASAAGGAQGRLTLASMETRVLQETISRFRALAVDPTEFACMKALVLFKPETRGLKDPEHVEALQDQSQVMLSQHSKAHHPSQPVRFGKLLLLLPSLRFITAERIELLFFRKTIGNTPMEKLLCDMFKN
NR2E3 ag-2: NR2E3 (human) agonism; AID 2300; inhibition of corepressor binding, % at 4.78 µM; 320,000 tested, 0.12% active; GST-NR2E3/biotin-RetCOR TR-FRET, 1536-well; Q9Y5X4;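 active = percent inhibition above the cutoff of mean plus 3 SD of all tested compounds, set per screening campaign, cut at about 20% in these data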;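 also: 0% = DMSO wells and 100% = biotin wells as full block of FRET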
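Material: NR2E3–RetCOR corepressor complex | Quantity: 1.35 nM GST-tagged NR2E3 final | Schedule: 5 h at 4 °C | Replication: Singlicate compound wells | Reagent: RetCOR corepressor, biotinylated, 7 nM | Controls: Biotin wells as high control, 0.6% DMSO wells as low control | Signal: TR-FRET, Eu(K)-anti-GST donor, streptavidin-D2 acceptor, ex 340, em 617/671 nm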
TRPM1 prom inh: inhibitors of MITF-driven TRPM1 promoter in melanoma cells. SK-MEL-5 TRPM1 promoter luciferase, 24 h. inhibition, % at 12.5 µM. 330,000 tested, 0.83% active;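 active = mean inhibition across replicates of 60% or more, whatever share of single replicates reaches that level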; also: values of inactives mirror those of a sister screen read the other way
Exocytosis inh: lytic granule exocytosis inhibition; TALL-104 LAMP-1 surface exposure, flow cytometry; cells stimulated with thapsigargin and PMA; inhibition, % at 10 µM; 360,000 tested, 0.66% active; AID 651702;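 active = inhibition above about 55%, limit read from the data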
hiPSC survival: enhancers of human iPSC single-cell survival. 360,000 tested, 0.044% active. hiPSC single-cell survival, ATPlite luminescence; 100% = ROCK inhibitor wells, 0% = DMSO. survival enhancement, % at 20 µM; in the data active = survival enhancement above about 18%;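 also: cells exposed to compounds for 16 hours before the ATP read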
aDG glyco act: alpha-DG glycosylation activation; Pro5-aDG cells, alpha-DG glycosylation AlphaScreen (IIH6); 0% Pro5, 100% B10-LARGE cell signal; activation, % at 10 µM; 360,000 tested, 0.22% active;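 active = activation of at least 8% versus controls, or a plate z-score of at least 8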;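 also: Pro5 are CHO cells carrying HIG-tagged alpha-DG that lacks glycosylation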
Vif inh: blocks HIV Vif function | 340,000 tested, 0.35% active | inhibition, % at 7.49 µM | HEK293T cells, Vif self-association by quenched fluorescence, imaging, 24 h; in the data active = inhibition above about 50%, passing the limit was not always enough; also: some results filed as inactive read as strong as hits
The depositor's hits bear a star; / = not tested or not shown.

Each structure is followed by: CaV13 ICDI inh	HIF-2a block	Peg3 prom inh	PDI turbidity	NR2E3 ag-1	NR2E3 ag-2	TRPM1 prom inh	Exocytosis inh	hiPSC survival	aDG glyco act	Vif inh
- Cc1nn(-c2ccc(Br)cc2)c(=O)c2ccccc12
    -4	-212	-233	9	-96	2	-14	-25	0.0	0.2	-10
- CCOC(=O)N1CCN(c2cc(=O)n(C3CCCCC3)c(=O)[nH]2)CC1
    -4	4	15	3	-17	-1	-1	-7	6.5	0.0	-27
- CC(=O)Nc1nc(C)c(S(N)(=O)=O)s1
    -3	14	4	-11	-21	0	21	-6	-0.5	-0.3	-7
- CCC/C=C/c1ccc(CN2C(C)C(=O)N(Cc3cn(CCC4OCCCO4)nn3)CCS2(=O)=O)cc1 (stereo unspecified)
    -6	7	8	-7	10	/	/	5	7.7	3.9	0
- O=C(CSc1nnc(Nc2ccccc2F)s1)NC(=O)CN1CCCC1=O
    -7	-43	-6	-5	-18	3	-2	2	-0.3	0.0	2
- Cc1ccc(Cl)cc1NC(=O)C1CC(=O)N(C(C)C)C1 (stereo unspecified)
    -5	9	9	-1	9	-1	6	2	-0.5	-0.1	-6
- O=C(N/N=C/c1cccs1)c1cc(-c2ccc(Cl)s2)[nH]n1
    -3	-46	-11	-4	-50	1	-21	11	-0.5	0.0	1
- CCCC(=O)N(c1ccc(OCC)cc1)S(=O)(=O)c1ccc2c3c(cccc13)C(=O)N2C
    -8	14	15	1	20	-4	8	2	0.4	1.1	/
- COc1ccc2c(c1OC)CN(C)CCc1cc3c(cc1C(=O)C2)OCO3
    -7	18	-5	6	-25	1	-7	2	-0.8	0.0	-2
- CCCCn1c(SCc2nc3ccccc3s2)nc2cc(S(N)(=O)=O)ccc21
    -9	-90	-29	-1	-36	0	-1	-1	-2.9	0.6	-15
- O=C1CSC(c2cccnc2)N1CCc1ccccn1 (stereo unspecified)
    -5	12	5	2	18	-2	3	-3	1.2	0.1	5
- Cc1ccc(C(C(=O)NCc2ccco2)N(C(=O)CNC(=O)c2cccs2)c2c(C)cccc2C)cc1 (stereo unspecified)
    -18	20	66*	0	27	3	13	-1	-1.6	0.1	-1
- Nc1ccc(Nc2nc(-c3ccncc3)cs2)cc1
    -7	-250	-269	2	-68	-7	-115	0	-1.4	0.0	1
- CCC(C)c1ccccc1NC(=O)COC(=O)C1=NN(c2ccccc2)C(=O)CC1 (stereo unspecified)
    -5	7	-6	-9	-29	/	-8	13	3.6	-0.2	10
- COc1ccc(-n2c(N)c(C#N)c3ccc([N+](=O)[O-])cc3c2=O)cc1
    -6	-86	-50	-1	-71	2	-27	2	-1.3	-0.2	-1
- Cn1c(SCc2nc3ccccc3[nH]2)nnc1-c1cccnc1
    -6	11	9	-6	-21	0	14	1	1.1	0.2	5
- C/C(Sc1nnc(Cc2ccccc2)o1)=C(/O)c1ccccc1
    -10	-10	1	-2	-9	3	-1	-4	-0.2	0.0	-3
- CCOc1ccc(NC(=O)CN(C)C(=O)c2ccc3[nH]c4c(c3c2)CC(C)CC4)cc1OCC (stereo unspecified)
    -6	-31	-28	1	-3	0	-11	3	0.5	-0.3	-5
- Cc1cc(C)c(-c2csc(NC(=O)c3cc([N+](=O)[O-])ccc3N3CCOCC3)n2)c(C)c1
    -6	14	29	-1	-4	-1	-1	-3	-1.6	0.1	1
- Cc1ccc(CNC(=O)C2CC(c3cccc(F)c3)=NO2)cc1 (stereo unspecified)
    -9	-14	-2	7	-21	8	-19	72*	0.5	0.0	2
- OCc1nc(CO)n(Cc2ccccc2)n1
    -9	18	3	-9	-11	-2	10	0	-1.6	0.0	10
- Cc1ccccc1NC(=O)Cn1cnc2c(oc3nc4c(cc32)CCCC4)c1=O
    -3	-24	-8	-3	-1	1	-6	0	0.4	-0.3	-12
- Cc1cc(=O)oc(C)c1C(=O)NCC(C)NC(=O)c1c(C)cc(=O)oc1C (stereo unspecified)
    /	20	24	2	-5	2	-7	0	9.3	0.5	12
- CC1(c2ccccc2)NC(=O)N(CC(=O)Nc2cccc(C#N)c2)C1=O (stereo unspecified)
    /	17	-1	2	1	-1	-6	0	-0.1	0.0	/
- O=C(NNC(=O)C1CCC1)c1ccc(F)cc1
    -5	-2	-7	0	9	/	/	-2	6.5	-0.1	1
- CCCCN1C(=O)C(=O)N(CC(=O)N2CCN(c3ccccc3)CC2)C1=O
    -6	-13	-17	0	-1	-2	-2	-1	0.0	0.3	-13
- Cc1c(N=Cc2c(O)n(C)c(=O)c3ccccc23)c(=O)n(-c2ccccc2)n1C
    /	-3	34	-15	11	0	3	-3	-2.2	-0.4	-8
- CCN(Cc1ccccc1)S(=O)(=O)c1cc2c3c(c1)CCN3C(=O)CC2
    -5	1	-9	12	13	/	-1	0	-0.3	0.1	/
- Cc1ccc(S(=O)(=O)Nc2cccc(Cl)c2)cc1NC(=O)c1cccnc1
    -6	20	15	-5	3	0	-5	35	-0.2	-0.3	9
- CCOc1ccc(NC(=O)CN2CCN(CC(=O)Nc3ccc(C(N)=O)cc3)CC2)cc1
    -4	9	-13	5	-19	/	-6	-18	-0.3	0.1	-17
- O=C(NC1CCCCC1)C(=O)c1c[nH]c2ccccc12
    -6	-311	-282	-4	-99	-2	-64	-4	-0.4	0.3	-7
- CCOc1cc(S(=O)(=O)N2CCCC2)ccc1Cl
    -9	-9	-47	-3	2	2	7	-2	-0.9	-0.2	6
- CC(C)(C)OC(=O)C[C@@H]1C/C=C\C[C@H](CC(=O)NCCO)C(=O)NC[C@@H](c2ccccc2)OC1=O
    -12	3	4	-8	-22	/	-5	-9	0.5	-0.1	-2
- CCC(=O)N1CCc2cc(Br)cc(S(=O)(=O)CC(=O)OC)c21
    /	4	-10	-7	-12	1	5	0	-0.3	-0.3	-1
- CCOC(=O)COc1ccc2c(=O)cc(-c3ccccc3)oc2c1
    -3	28	-7	3	-16	-2	/	-3	7.1	-0.1	18
- NC(=O)NC(=O)COC(=O)CC12CC3CC(CC(C3)C1)C2
    -6	20	15	4	13	1	4	3	-0.2	0.1	2
- N#Cc1cn(-c2ccccc2)nc1-c1cc2ccccc2oc1=O
    -4	-67	-112	-4	-30	-1	-41	4	4.8	1.5	25
- O=C(OCC(=O)N1CCCCC1)c1c[nH]c2ccccc12
    -12	-216	-171	4	-30	1	-90	-3	-0.4	0.9	9
- O=C(Cc1ccccc1)NCC(=O)OCc1ccc([N+](=O)[O-])cc1
    -4	4	3	3	0	7	1	2	-1.2	-0.1	1
- COC(=O)C1=C(C)NC(C)=C(C(=O)OC)C1c1ccc(-c2cccc(Cl)c2Cl)o1
    -4	-13	-9	3	-20	3	22	3	-0.7	0.0	-11

Looked up above.
For TRPM1 prom inh, CC1(c2ccccc2)NC(=O)N(CC(=O)Nc2cccc(C#N)c2)C1=O (stereo unspecified) has -6
For aDG glyco act, CCOc1ccc(NC(=O)CN2CCN(CC(=O)Nc3ccc(C(N)=O)cc3)CC2)cc1 has 0.1

Other entries follow.
Each structure is followed by: CaV13 ICDI inh	HIF-2a block	Peg3 prom inh	PDI turbidity	NR2E3 ag-1	NR2E3 ag-2	TRPM1 prom inh	Exocytosis inh	hiPSC survival	aDG glyco act	Vif inh
- CC1CCC(NC(=O)CN2CCC(n3nnc4cc(F)ccc43)CC2)CC1 (stereo unspecified)
    -5	17	1	-8	16	-3	-8	-1	-0.8	0.0	-11
- N#Cc1cnc(=S)n(-c2cc(C(F)(F)F)cc(C(F)(F)F)c2)c1N
    -15	3	18	-1	-10	/	/	-1	-0.5	-0.3	-13
- COCCNC(=O)C(c1cccnc1)N(Cc1ccccc1)C(=O)Cn1nnc2ccccc21 (stereo unspecified)
    2	-62	-50	4	-11	6	-11	-2	-1.8	-0.1	13
- COc1ccc(Br)cc1C(=O)NC(=S)Nc1ccc(CN2CCOCC2)cc1
    -10	-31	15	5	-29	0	-20	-4	-0.6	-0.2	0
- CC(C)Oc1ccc(CNC(=O)Cn2ccc3cc(S(=O)(=O)N4CCCC4)ccc32)cc1
    -12	-3	13	11	-21	-3	2	-3	1.0	0.3	-3
- CCOC(=O)[C@H]1[C@H]2COc3ccc(OC)cc3[C@@H]2N2C(=O)CN(Cc3ccco3)C(=O)[C@@]12C
    -11	18	1	-2	6	-1	-6	-6	-0.6	0.0	-4
- Cc1[nH]c2ccc(F)cc2c1CCN(Cc1cccnc1)C(=S)Nc1ccc(F)cc1
    -4	13	25	-4	-3	-1	10	2	0.8	1.1	1
- COc1ccc(C(=O)c2ccc([N+](=O)[O-])cc2Cl)cc1
    -6	-54	-11	1	-20	3	-13	-6	2.3	-0.2	0
- c1ccc(C2=NOC(c3nnc(-c4ccccc4)o3)C2)cc1 (stereo unspecified)
    -10	-46	-36	-2	-33	-3	-12	91*	-2.8	-0.1	/
- CCCCN(CCCC)CC(O)COc1ccccc1Br (stereo unspecified)
    -3	13	10	2	-13	1	-8	-5	-1.2	-0.1	-3
- Cc1cc(C)n2nc(S(=O)(=O)N(CC(C)C)CC(C)C)nc2n1
    -2	-2	8	/	13	-1	-8	-4	-0.5	0.0	8
- COc1ccccc1CNC(=O)c1ccccc1C(=O)NC(C)(C)C(=O)NCc1ccccc1OC
    -2	7	17	4	-6	-3	9	-6	0.9	0.0	-14
- CC(=O)Nc1ccc(NC(=O)C2CCC(CNS(=O)(=O)c3cccc4nsnc34)CC2)cc1 (stereo unspecified)
    -5	3	11	-8	-38	-1	3	-2	-1.6	0.0	-6
- C[C@H](NC(=O)c1nc[nH]c1C(=O)OCc1ccccc1)c1ccccc1
    -11	-5	21	-1	-17	0	2	3	1.5	-0.2	5
- CCOC(=O)C1=C(N)OC2=C(C(=O)CC(C)(C)C2)C1c1cc(CSc2nnnn2C)cs1 (stereo unspecified)
    -1	12	12	-1	-14	-2	15	-2	-0.6	-0.1	-3
- CC(C)NC(=O)C1(C)CCN1CCC(=O)c1ccccc1 (stereo unspecified)
    -5	0	19	7	15	/	/	-6	2.1	-0.2	-3
- CCCCCCC(C)n1[nH]c(=O)cc1N (stereo unspecified)
    -2	23	7	8	-10	4	5	1	0.1	0.0	2
- O=C(CSc1nc2ccccc2o1)N1N=C(c2cccs2)CC1c1ccc(F)cc1 (stereo unspecified)
    -5	26	19	10	-23	-2	12	-5	-0.2	0.2	0
- COc1ccc(C(=O)C2CCCN(C/C=C/c3ccccc3OC)C2)c(OC)c1 (stereo unspecified)
    1	15	8	-1	-51	1	6	12	0.0	-0.1	9
- CC(=O)c1ccc(NC(=O)C2C3C=CC(C3=C(c3ccccc3)c3ccccc3)C2C(=O)O)cc1 (stereo unspecified)
    -2	12	-2	9	-1	2	4	5	3.9	0.0	13

Compound activity as filed in PubChem.

Rows are unselected. About 3.5% of those tested had a hit in this group.
